Compound activity (PubChem)
SIRT5 block – SIRT5 desuccinylase inhibitors, primary screen, biochemical, fluorescence imaging, single point, set 5. 330,000 tested, 1.1% active. inhibition, % at 15 µM. AID 652115, 2013. Purified SirT5, succinyl-peptide AMC, trypsin-coupled fluorescence. NAD-dependent protein deacylase sirtuin-5, mitochondrial (Homo sapiens), Q9NXA8; in the data active means inhibition above about 15%; inconclusive means no clear call, values can overlap the other calls
CASP6 VEID inh – human caspase-6 inhibitors, primary screen, biochemical, VEID-R110 fluorescence, single point, set 2. P55212. purified caspase-6, Z-VEID-R110 cleavage fluorescence. inhibition, % at 12.5 µM. 350,000 tested, 0.53% active;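 active means mean inhibition across replicates at least about 35%, with every replicate also reaching that limit, limit read from the data; inconclusive means only one of the two criteria met; inactive means neither criterion met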;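 further: 0% = median of neutral control wells and 100% = no fluorescence left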
DENV2 CPE – inhibitors of DENV2 cytopathic effect, primary screen, cell-based, plate reader, single concentration; DENV2-infected cells, cytopathic effect rescue; CPE inhibition, % at 9.99 µM; 350,000 tested, 1.7% active; AID 651640, 2012; in the data active means CPE inhibition above about 20%, passing the limit was not always enough; inconclusive means no clear call, values can overlap the other calls; tested in BHK-21 cells;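 further: 0% = median of neutral control wells and 100% = median of positive control wells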
miR122 inh – miR-122 Renilla sensor signal increase in Huh7, primary screen, miR-122 inhibitor project, cell-based, single point, plate reader; Huh7 miR-122 Renilla luciferase sensor, 48 h; neutral wells = 0, positive control = 100; activation (reporter increase), % at 12.5 µM; 340,000 tested, 0.3% active; AID 602342, 2012;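 active means mean replicate activation score at least 90 and every replicate individually at or above 90; inconclusive means only one of the two criteria met; inactive means neither criterion met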;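 further: higher luciferase means less miR-122 activity so hits act as miR-122 inhibitors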
ERp5 inh – inhibitors of ERp5-driven insulin aggregation, primary screen, biochemical, turbidity, absorbance 650 nm, single point | 90 min | AID 651711, 2012 | inhibition, % at 9.99 µM | Protein disulfide-isomerase A6 (Homo sapiens), Q15084 | 350,000 tested, 0.05% active;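 active means mean replicate inhibition above about 25%, with every replicate also reaching it, limit read from the data, passing the limit was not always enough; inconclusive means only one of those two criteria met; inactive means neither criterion met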
ERAP1 HTS inh – human ERAP1 aminopeptidase inhibitors, primary screen, biochemical, single point, plate reader; 340,000 tested, 0.15% active; recombinant ERAP1, Leu-AMC fluorescence, 60 min; Endoplasmic reticulum aminopeptidase 1 (Homo sapiens), Q9NZ08; AID 652197, 2013; inhibition, % at 10.7 µM;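 active means mean replicate inhibition of at least 30%, or all replicates individually reaching that 30% level; inactive means mean below 30% and not every replicate reaching it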;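 further: 0% = neutral control wells and 100% = L-leucinethiol positive control wells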
Target sequence (Q9NZ08 whole entry, looked up): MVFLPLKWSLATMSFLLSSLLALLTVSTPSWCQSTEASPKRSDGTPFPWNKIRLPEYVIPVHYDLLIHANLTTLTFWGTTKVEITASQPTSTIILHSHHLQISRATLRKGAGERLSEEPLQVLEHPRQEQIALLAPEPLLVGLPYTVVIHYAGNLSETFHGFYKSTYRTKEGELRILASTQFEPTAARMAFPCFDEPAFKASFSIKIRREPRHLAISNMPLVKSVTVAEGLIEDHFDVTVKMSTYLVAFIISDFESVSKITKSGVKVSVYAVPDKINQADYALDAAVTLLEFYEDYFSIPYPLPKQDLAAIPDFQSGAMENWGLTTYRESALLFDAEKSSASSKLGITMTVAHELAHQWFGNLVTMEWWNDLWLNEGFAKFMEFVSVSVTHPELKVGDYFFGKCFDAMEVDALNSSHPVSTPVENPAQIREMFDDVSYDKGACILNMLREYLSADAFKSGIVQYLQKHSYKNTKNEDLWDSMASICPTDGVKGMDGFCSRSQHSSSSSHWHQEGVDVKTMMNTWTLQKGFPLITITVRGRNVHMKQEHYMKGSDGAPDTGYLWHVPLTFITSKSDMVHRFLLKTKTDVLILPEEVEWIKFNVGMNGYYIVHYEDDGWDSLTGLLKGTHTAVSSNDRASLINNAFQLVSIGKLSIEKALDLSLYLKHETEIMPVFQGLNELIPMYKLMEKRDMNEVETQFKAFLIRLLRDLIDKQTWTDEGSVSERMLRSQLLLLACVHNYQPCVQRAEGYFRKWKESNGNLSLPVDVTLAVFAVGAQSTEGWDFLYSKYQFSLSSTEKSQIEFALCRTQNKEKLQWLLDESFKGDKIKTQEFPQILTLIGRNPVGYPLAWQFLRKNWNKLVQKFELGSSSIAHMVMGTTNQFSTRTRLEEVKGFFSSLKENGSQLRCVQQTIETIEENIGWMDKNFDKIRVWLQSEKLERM
CFTR F508del cor – F508del CFTR correction, initial screen, CFBE line, single point | CFBE cells, YFP halide quenching; stimulated with forskolin plus potentiator P3; % fluorescence drop versus neutral controls | activity (quench increase), % at 7.58 µM | 350,000 tested, 0.36% active | AID 720511, 2013;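 active means mean added fluorescence quench of at least 8% versus neutral control, with both replicates also reaching 8%; inconclusive means only one of the mean or replicate conditions met; inactive means mean below 8% and not both replicates reaching 8%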;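 further: cells transiently co-express mutant CFTR-F508del with the halide-sensitive YFP; corrector assay measuring rescue of mutant channel to the surface after 24 h compound exposure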
* = called active by the depositor; ? = inconclusive; · = no result given; & = joins results of further samples; [ ] = dose if it differs, or a comment.

SMILES	SIRT5 block	CASP6 VEID inh	DENV2 CPE	miR122 inh	ERp5 inh	ERAP1 HTS inh	CFTR F508del cor
CC(=O)N1[C@@H](CO)[C@H](c2ccccc2)[C@@H]1CN(CC1CCC1)C(=O)CN(C)C	2	2	-11	14[16.7 µM]	12	-3	1.4
O=C(N/N=C\c1ccc[nH]1)c1cncc(Br)c1	7	3	-4	·	-1	-7	-2.2
COc1ccc2c3c([nH]c2c1)[C@@H](CO)N(C(=O)C1CCCC1)CC31CN(C(=O)NC(C)C)C1	2	-1	10	·	-3	0	-1.5
C[C@H]1CN([C@@H](C)CO)C(=O)c2cccc(NC(=O)c3cnccn3)c2O[C@@H]1CN(C)C(=O)Nc1ccc(F)cc1	0	-1	-7	-2[16.7 µM]	0	4	-3.5
O=C(c1ccc(Cl)cc1)C(CN1CCCCC1)c1ccccc1 (stereo not given)	-3	-4	-5	-2	-2	-2	-5.3
COc1c(C)cccc1C(=O)NC(=S)Nc1cccc2nsnc12	-2	4	-4	·	-9	1	-3.4
O=C(NCCN1CCOCC1)C1CCN(S(=O)(=O)c2ccccc2)CC1	-2	-3	-23	2	-13	-4	4.1
Cc1ccc(NC(=O)N2CCC(NC(=O)c3cccc(C)c3)CC2)cc1	0	-2	-3	-3	-2	3	-3.8
CC(C)c1cn(CC[C@H]2CC[C@H](NC(=O)C3CCCCC3)[C@@H](CO)O2)nn1	1	7	1	·	-6	-2	0.3
O=C(CCn1cnnn1)NC1CCCN(Cc2ccccc2F)C1 (stereo not given)	3	-3	-1	-8	-6	-3	0.4
Cc1c(C(=O)N2CCCCC2)oc2ccccc12	·	-2	-12	-9	-1	4	-1.2
CCC(C)(C)n1nnnc1C(c1cc2cccc(C)c2[nH]c1=O)N1CCCC1 (stereo not given)	-1	-11	·	-2	3	-2	·
CO[C@H]1CN(C)C(=O)c2ccc(NC(=O)C3CCCCC3)cc2OC[C@H](C)N(Cc2nccs2)C[C@@H]1C	1	1	7	12[16.7 µM]	1	2	2.4
Cc1ccc(CN2CCN(Cc3cc4ccccc4o3)CC2CCO)cc1 (stereo not given)	1	4	2	-2	7	1	-1.8
COc1ccc(NC(=O)N2CC3(C2)CN(C(=O)C2CCC2)[C@H](CO)c2c3c3ccc(OC)cc3n2C)cc1	4	0	16	·	3	-2	-4.2
Nc1c(C(=O)Nc2ccc3c(c2)OCCO3)nnn1Cc1cccc(Br)c1	-4	-2	-1	55	5	-2	0.5
CCNC(=S)Nc1ccc(N2CCCCC2)cc1	-4	26	-2	·	-4	0	-0.6
CN(C)CC(=O)N[C@@H]1C=C[C@@H](CC(=O)NCc2ccccc2F)O[C@@H]1CO	0	-5	-1	·	4	1	2.3
CCOc1ccc(CN(C(=O)/C=C/c2ccco2)C2CCS(=O)(=O)C2)cc1 (stereo not given)	7	·	-3	-13	-4	-2	0.5
CCCn1c(=O)c(C(=O)NCCc2ccc(OC)cc2)c(O)c2ccccc21	-3	-3	-12	-5	1	-3	-2.5
COc1ccc(C2=NN(CCC(=O)NCc3cccs3)C(=O)CC2)cc1	-5	0	-2	8	4	-5	-1.2
CCOc1ccc(S(=O)(=O)N(C)c2ccc(OCC(=O)NCCc3ccc(OC)cc3)cc2)cc1	3	-1	8	-4	7	-3	-1.7
CC1CCCC(C)N1/N=C/c1ccccc1OC(F)F (stereo not given)	-3	-1	·	-1	2	-3	0.2
COc1ccc(OCCN2CCC(C(=O)NC(c3ccc(C)cc3)c3ccccn3)CC2)cc1 (stereo not given)	-3	-2	0	-7	-4	-3	2.4
CC(=O)Nc1ccc(S(=O)(=O)NC2CCS(=O)(=O)C2)cc1Cl (stereo not given)	-2	2	6	·	1	0	1.5

Entries of single compounds from above:
CC(=O)Nc1ccc(S(=O)(=O)NC2CCS(=O)(=O)C2)cc1Cl (stereo not given) is listed as SIRT5 block: -2; CASP6 VEID inh: 2; DENV2 CPE: 6; miR122 inh: ·; ERp5 inh: 1; ERAP1 HTS inh: 0; CFTR F508del cor: 1.5
COc1ccc(OCCN2CCC(C(=O)NC(c3ccc(C)cc3)c3ccccn3)CC2)cc1 (stereo not given) is listed as SIRT5 block: -3; CASP6 VEID inh: -2; DENV2 CPE: 0; miR122 inh: -7; ERp5 inh: -4; ERAP1 HTS inh: -3; CFTR F508del cor: 2.4
Nc1c(C(=O)Nc2ccc3c(c2)OCCO3)nnn1Cc1cccc(Br)c1 is listed as SIRT5 block: -4; CASP6 VEID inh: -2; DENV2 CPE: -1; miR122 inh: 55; ERp5 inh: 5; ERAP1 HTS inh: -2; CFTR F508del cor: 0.5

(cont.)
SMILES	SIRT5 block	CASP6 VEID inh	DENV2 CPE	miR122 inh	ERp5 inh	ERAP1 HTS inh	CFTR F508del cor
CN(C)C(CNC(=S)Nc1cccc(Cl)c1)c1cccnc1 (stereo not given)	0	-3	-1	·	3	-1	-0.3
COC(c1ccccc1)c1nnc(CCC(=O)N(C)CCOc2ccccc2)o1 (stereo not given)	7	-3	-1	·	0	-3	-0.9
COc1ccc(Nc2cc(C)nc3ccccc23)cc1	18*	-3	·	-1	3	2	-2.1
C[C@H](CO)N1C[C@H](C)[C@H](CN(C)S(C)(=O)=O)Oc2ncc(Br)cc2C1=O	0	1	8	11[16.7 µM]	-8	-5	0.0
C[C@H](CO)N1C[C@H](C)[C@H](CN(C)C(=O)Nc2ccc3c(c2)OCO3)Oc2c(NC(=O)Nc3ccc(C(F)(F)F)cc3)cccc2C1=O	·	·	-5	-11[16.7 µM]	·	·	1.9
CCCC(=O)N1CCN(c2nc3ccccc3s2)CC1	0	2	-6	-3	1	2	1.0
Cc1ccc(C)c(/C=C2\CCn3c2nc2cc(C(=O)O)ccc2c3=O)c1	-5	-2	0	5	2	1	0.9
COCCN(C(=O)c1cc(-c2ccco2)nc2ccccc12)c1c(N)n(Cc2ccccc2)c(=O)[nH]c1=O	5	60*	-2	4	8	2	-14
C[C@H](O)C#Cc1cnc2c(c1)C(=O)N([C@H](C)CO)C[C@H](C)[C@H](CN(C)Cc1ccccn1)O2	-3	2	-7	-3[16.7 µM]	-2	0	2.3
CN1CCN(c2ccc(S(=O)(=O)N3CCCCC3)cc2NC(=O)Cc2c(F)cccc2Cl)CC1	-8	-3	-3	-7	-8	5	0.1
Cc1cccc(CN2C(=O)c3ccccc3Sc3ccc(C(=O)NCCCN4CCOCC4)cc32)c1	-5	-8	-4	-15	0	0	-4.7
Cc1ccc(N(C(=O)CNC(=O)c2ccco2)C(C(=O)NC2CCCC2)c2ccncc2)cc1 (stereo not given)	-5	9	1	-14	-1	2	-3.4
Cc1ccc(NC(=O)C(OC(=O)c2ccc(O)cc2)c2ccccc2)cc1Cl (stereo not given)	-1	-4	18	2	0	1	-1.4
Cc1cccc(CN(C)C[C@@H]2Oc3ncc(-c4cccc(F)c4)cc3C(=O)N([C@H](C)CO)C[C@@H]2C)c1	1	0	-3	4[16.7 µM]	6	-1	4.5
COc1ccc(NC(=O)N2CCCC(c3ccccc3)C2)cc1 (stereo not given)	-3	-2	-3	-5	-6	-4	2.2
O=C(NNc1cc(C(F)(F)F)ccc1Cl)c1ccc(=O)[nH]c1	-1	3	3	·	-1	2	-0.7
C[C@H](O)C#Cc1cnc2c(c1)C(=O)N([C@@H](C)CO)C[C@@H](C)[C@H](CN(C)Cc1cccc(C(=O)O)c1)O2	·	-1	11	5[16.7 µM]	6	12	0.1
CC(C)NC(=O)N(C)C[C@H]1Oc2c(NC(=O)C3CCCCC3)cccc2C(=O)N([C@H](C)CO)C[C@@H]1C	-2&-6	-4&-1	20&-9	18[16.7 µM]	?	0&-1	1.0&-1.2
C[C@H]1CCCCO[C@@H](CN(C)Cc2ccc3c(c2)OCO3)[C@@H](C)CN([C@@H](C)CO)C(=O)c2cc(NC(=O)CCC(F)(F)F)ccc2O1	-3	-1	?	-8[16.7 µM]	-3	-1	-1.9
Cc1ccc(CN2CC(C(=O)N(Cc3nnc(-c4ccccc4Cl)o3)C3CC3)CC2=O)cc1 (stereo not given)	-2	1	7	·	-2	-1	6.1
COc1ccc(NS(=O)(=O)c2cccc(C(=O)N3CCC3)c2)cc1	-3	-3	5	4	-1	1	0.8
CC(C)CC(=O)N=C1SC2CS(=O)(=O)CC2N1Cc1ccccc1Cl (stereo not given)	-1	3	3	1	7	-2	·
Cc1ccc(S(=O)(=O)N2CCCCC2)cc1C(=O)N1C(C)CCCC1C (stereo not given)	3	3	-10	4	0	-2	-2.7
CN1C[C@@H]2[C@H](c3ccccc31)[C@@H](CO)N2C(=O)C1CCCC1	·	·	9	10[16.7 µM]	·	·	0.2
CCOc1ccc(OCCC(=O)Nc2ccc3c(c2)OCO3)cc1	-6	0	-5	2	3	1	0.6
SMILES	SIRT5 block	CASP6 VEID inh	DENV2 CPE	miR122 inh	ERp5 inh	ERAP1 HTS inh	CFTR F508del cor
CN1C(=O)c2cc(NS(=O)(=O)c3cccc(F)c3)ccc2OC[C@H]2O[C@H](CC(=O)NCCN3CCCCC3)CC[C@@H]21	-4	2	4	-30[16.7 µM]	-2	-4	-2.1
Cc1cc(C(=O)NNC(=O)C(CCC(N)=O)NS(=O)(=O)c2ccc(Cl)cc2)c(C)o1 (stereo not given)	-1	-2	4	0	2	-3	-1.5
O=C(Cc1cccs1)Nc1nnc(-c2ccc(F)cc2)s1	0	-3	8	-6	-2	-1	0.2
CC1CCCCC12NC(=O)N(CC(=O)Nc1ccc(N3CCCCC3)cc1)C2=O (stereo not given)	-2	3	4	-8	5	1	1.6
O=C(O)CC(Cc1ccc(Cl)cc1)C(=O)Nc1cc(Cl)ccc1Cl (stereo not given)	2	1	4	0	-5	0	1.7
O=C(CSc1cccc[n+]1[O-])N1CCc2ccccc21	3	2	7	-14	1	11	0.1
O=C(NCc1nnc(SCC(=O)N2CCc3ccccc32)o1)c1ccco1	0	0	6	-18	2	-3	-1.8
CCOc1ccc(NC(=O)CC2C(=O)NCCN2C(=O)Nc2ccccc2)cc1 (stereo not given)	-3	1	15	-4	3	-3	2.7
O=C(NCc1ccccn1)[C@@H]1C[C@H]1[C@@H](NP(=O)(c1ccccc1)c1ccccc1)c1ccccc1	·	2	-18	7	-1	·	0.0
COC(=O)c1cc(NC(=O)CSC2=NCCS2)cc(C(=O)OC)c1	-1	3	6	·	-1	-8	-2.5
CC1CC1C(=O)OCC(=O)NC(=O)c1ccccc1 (stereo not given)	2	3	-7	·	6	-3	2.8
Cc1cccc(C(=O)N(CC(=O)Nc2sc(C)c(C)c2C(N)=O)C2CCCC2)c1	-3	1	?	-2	4	-7	-1.7
N#C[C@H]1[C@@H](c2ccccc2)[C@H](CO)N1C(=O)Cc1ccccc1	-1	-4	10	·	1	-5	-1.8
COc1cccc2sc3cc(NCC[C@@H]4CCCN4C)ccc3c(=O)c12	·	-16	-13	6	-3	-31	4.1
Cc1cc(C)n2nc(C(=O)OCC(=O)NC3CCS(=O)(=O)C3)nc2n1 (stereo not given)	·	0	?	-7	0	-1	-2.1
CCN1C(=O)c2ccc(C(=O)Nc3c(C)cc(C)cc3C)cc2C1=O	-4	-1	-3	0	2	19	-1.6
COC(=O)C1=C(C)Nc2c(c(=O)n(C)c(=O)n2C)C1c1cccc(O)c1 (stereo not given)	20*	0	-3	4	5	·	-0.5
COc1ccc(NC(=O)COC(=O)CCSc2ccccc2)cc1OC	-22	2	-3	-11	-4	-1	0.7
CC(C)(C)n1cnc2cc(NCc3cccs3)ccc21	12	-4	-5	-3	-3	-2	-1.4
CCC1Oc2ccc(C)cc2N(CC(=O)NCCCN2CCN(Cc3ccccc3)CC2)C1=O (stereo not given)	-5	-28	-6	-8	-3	4	0.9
COc1ccc(NC(=O)COC(=O)CN2C(=O)NC(C)(C)C2=O)cc1	-4	-2	3	1	-6	3	0.2
